NOD2 inhibition – NOD2 signaling inhibitors, cell-based, luminescence, uHTS, HEK293 (AID 1566); HEK293 NOD2/NF-kB luciferase reporter, luminescence; higher % means a stronger effect; one-dose inhibition, % at 4 µM; EC50 in µM for titrated hits; 0.63% of 290,000 active; also: many of its hits are not listed in these tables
NOD1 NF-kB reporter – NOD1 signaling inhibitors, primary screen, cell-based, luminescence, uHTS (AID 1578); 1% of 290,000 active; NOD1-driven NF-kB luciferase reporter cells, luminescence; higher % means a stronger effect; inhibition, % at 4 µM, or EC50 in µM where a hit was titrated; in the data active = inhibition mostly above about 36%, no sharp cut-off; inactive = mostly below about 34%;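 also: HEK-293T reporter cells stimulated with the NOD1 agonist gamma-tri-DAP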
NTR1 ag – agonists of NTR1, primary screen, imaging, U2OS cells, beta-arrestin-GFP, high content (AID 493036); Neurotensin receptor type 1 (Homo sapiens), P30989; NTR1-U2OS beta-arrestin-GFP spot imaging, agonist mode; activation, % at 20 µM; 0.17% of 330,000 active;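 active = activation at or above 40% of the spot to cytoplasm intensity ratio, with at least 20 cells analyzed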;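 also: 0% = DMSO without peptide and 100% = 100 nM NTR1 peptide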
Target sequence (P30989 whole entry, looked up): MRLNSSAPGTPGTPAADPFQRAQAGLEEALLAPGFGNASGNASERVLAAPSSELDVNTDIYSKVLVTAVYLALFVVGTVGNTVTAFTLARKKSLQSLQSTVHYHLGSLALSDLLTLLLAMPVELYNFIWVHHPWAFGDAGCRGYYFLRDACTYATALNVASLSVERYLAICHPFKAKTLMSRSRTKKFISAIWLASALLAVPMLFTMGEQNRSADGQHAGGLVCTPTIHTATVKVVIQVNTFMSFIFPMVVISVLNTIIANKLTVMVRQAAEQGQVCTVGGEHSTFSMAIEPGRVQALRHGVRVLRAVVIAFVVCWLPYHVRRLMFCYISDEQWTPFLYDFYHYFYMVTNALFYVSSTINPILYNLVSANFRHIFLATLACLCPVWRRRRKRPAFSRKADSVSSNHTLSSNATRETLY
KOR beta-arrestin-1 – KOR agonists, beta-arrestin recruitment, primary screen, cell-based, luminescence, uHTS (AID 1777); KOR beta-arrestin recruitment, luminescence; higher % means a stronger effect; Kappa-type opioid receptor (Homo sapiens); activation, % at 10 µM, or EC50 in µM where a hit was titrated; 0.02% of 280,000 active; in the data active = activation above about 50%, passing the limit was not always enough; also: a part of the inactive calls stands beside numbers as strong as those of hits
Myeloid diff 2 – induction of myeloid progenitor differentiation, primary screen, cell-based, flow cytometry, MLPCN library. 1% of 360,000 active. calls only at 10 µM. ER-HoxA9 myeloid progenitors, lysozyme-GFP differentiation;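 active = normalized GFP-positive differentiation at or above the plate's own cutoff, the solvent-only control mean plus 3 SD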;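 also: cells exposed to compound for four days before flow analysis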
KOR beta-arrestin-2 – KOR antagonists, beta-arrestin recruitment, cell-based, luminescence, uHTS (AID 1778); Kappa-type opioid receptor (Homo sapiens); KOR beta-arrestin recruitment, luminescence, antagonist mode; higher % means a stronger effect; inhibition, % at 10 µM; hits with a dose series show IC50 in µM; 0.091% of 290,000 active; also: strong numbers were not always called active
GPR55 activation – GPR55 agonists via beta-arrestin recruitment, primary screen, imaging, U2OS cells, beta-arrestin-GFP redistribution (AID 1961); G-protein coupled receptor 55 (Homo sapiens); U2OS GPR55 beta-arrestin-GFP redistribution imaging; higher % means a stronger effect; activation, % at 10 µM, or EC50 in µM where a hit was titrated; 0.048% of 290,000 active;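 active = activation above 40% with more than 50 cells counted in the well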;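 also: U2OS osteosarcoma cells stably expressing GPR55 and beta-arrestin-GFP; plate controls were DMSO negative control for no effect and LPI positive control for full effect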
T cell HTS – modulators of CD8 T cell-vesicle binding, primary screen, mouse 2C CD8+ T cells, flow cytometry | 2C CD8+ T cell-vesicle binding; stronger effect = lower value | calls only at 7 µM | 0.068% of 330,000 active;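 active = response, share of CD8 T cells binding vesicles, and their 90th percentile fluorescence all below set limits, cut at about 80% in these data, passing the limit was not always enough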
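incubation = binding step 1.5 h, 37 °C, antibody labelling 20 min, ice | test system = 2C mouse CD8+ T cells | read-out basis = percent CD8+ FL2 mean versus row control | controls = Peptide-free naked vesicles (low) and QL9 vesicles with 0.7% DMSO vehicle (high) | detection = flow cytometry of vesicle-bound cells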
GPR55 LPI antagonism – GPR55 antagonists blocking LPI-driven arrestin recruitment, primary screen, imaging, U2OS, beta-arrestin-GFP, LPI agonist (AID 2013); one-dose inhibition, % at 10 µM; IC50 in µM for titrated hits; G-protein coupled receptor 55 (Homo sapiens); U2OS GPR55 beta-arrestin-GFP translocation imaging, LPI antagonism; higher % means a stronger effect; 0.13% of 290,000 active;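 active = spots per cell inhibited over 60%, with over 100 cells counted and total cytoplasm intensity under 500,000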;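 also: U2OS cells stably carrying GPR55 and arrestin-GFP stimulated by 5 µM LPI near EC80; imaged beta-arrestin-GFP aggregate spots per cell after agonist stimulation; plate controls were LPI-stimulated DMSO wells for no effect and DMSO wells without LPI for full effect; some results filed as inactive read as strong as hits; confirmed hits need IC50 under 10 µM and bright autofluorescent wells are also inconclusive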
T cell HTS vesicle-bound % – second read-out of T cell HTS, no call of its own (marks repeat the call); double positive events, %; measured here: CD8+ vesicle-bound cell fraction;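 binding gate set so that unloaded-vesicle control wells show 10% double positive cells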
NTR1 ag cell count 20 µM – second read-out of NTR1 ag, no call of its own (marks repeat the call); cell count; measured here: cell count, cytotoxicity flag
Myeloid diff 2 GFP+ MAC1+ % – also measured in Myeloid diff 2; calls as there; GFP+ MAC1+ double positive, %; measured here: differentiation confirmed by MAC1 staining
* hit, by the source's call; i = inactive; nt = not tested or not shown; [ ] = remark or other dose. Rule as the data show it, unless noted: active = inhibition above about 50%; inactive = the rest.

SMILES	NOD2 inhibition	NOD1 NF-kB reporter	NTR1 ag	NTR1 ag cell count 20 µM	KOR beta-arrestin-1	Myeloid diff 2	Myeloid diff 2 GFP+ MAC1+ %	KOR beta-arrestin-2	GPR55 activation	T cell HTS	T cell HTS vesicle-bound %	GPR55 LPI antagonism
CC(=O)c1ccc(S(=O)(=O)Nc2cccc(-n3cnnn3)c2)cc1	20%	19%	0.1	58	-1.6%	i	0.6	-36%	0.2%	i	29	0%
CC(=O)Nc1ccc(NC(=O)c2cc(=O)c3cc(C)c(C)cc3o2)cc1	0%	-7%	0.5	101	1.6%	i	0.7	-12%	0.3%	i	41	-27%
COC(=O)Nc1ccc(S(=O)(=O)N2CCCCC2C(=O)O)cc1 (configuration not stated)	-6%	-55%	0.6	36	-1.8%	i	0.4	-40%	-0.2%	i	18	1%
Cc1cc(C)n(-c2nc(O)cc(=O)[nH]2)n1	1%	-19%	0.4	38	3.5%	i	0.8	28%	-0.4%	i	23	-4%
Cn1c(=O)cc(SCC(=O)NCCC2=CCCCC2)c2ccccc21	0%	-15%	2.6	67	0.3%	i	0.0	6%	-0.2%	i	4	15%
COc1ccc2c(c1)C(C)CC(C)(C)N2C(=O)CSc1ncn[nH]1 (configuration not stated)	-11%	24%	0.6	37	-0.5%	i	0.7	48%	0.2%	i	51	9%
O=C(Nc1cccc(C(=O)O)c1)Nc1ccccc1Cl	nt	nt	-0.6	84	-0.8%	i	0.0	-24%	0.3%	i	54	8%
NNC(=O)c1cc(O)c(O)c(O)c1	13%	-33%	0.8	100	-2.1%	i	0.2	4%	-0.2%	i	36	-13%
CCS(=O)(=O)N1CCC(C(=O)Nc2cc([N+](=O)[O-])ccc2C)CC1	7%	9%	1.6	61	-3.5%	i	0.2	6%	0.2%	i	26	26%
COc1ccc(OC)c(N(CC(=O)N2CCC(C)CC2)S(=O)(=O)c2ccccc2)c1	8%	-6%	-0.7	54	-1.0%	i	0.5	39%	0.0%	i	37	16%
CC(CN1CCC(n2nccc2NC(=O)CCCc2ccccc2)CC1)c1ccccc1 (configuration not stated)	-12%	-34%	-0.3	61	1.3%	i	1.2	10%	-0.1%	i	66	3%
Cc1ccc2cc(CNC(C)C)c(=O)[nH]c2c1	12%	14%	-1.2	39	-7.7%	i	1.6	6%	-0.2%	i	28	0%
CCCOC(=O)C1=C(C)N(C)C(=O)NC1c1cc2c(cc1[N+](=O)[O-])OCO2 (configuration not stated)	19%	-40%	1.9	43	-5.8%	i	0.2	24%	-0.4%	i	49	9%
CCCNC(=O)OC[C@H]1O[C@H](CCO/N=C/[C@@H](NS(=O)(=O)c2ccc(C)cc2)[C@H](C)/C=C/CC(=O)OC)C=C[C@@H]1Oc1ccc(OC)cc1	4%	-17%	0.4	44	3.7%	nt	nt	-31%	0.6%	nt	nt	7%
CCCC(=O)Nc1cc(C)c(NC(=O)Cc2ccccc2)cn1	-1%	-20%	-7.5	70	-2.5%	nt	nt	14%	0.2%	i	35	-6%
CN(C)CCNC(=O)NC(=O)c1ccc(Cl)cc1	16%	-9%	0.6	80	3.4%	i	0.4	-7%	1.4%	i	42	12%
CC(=O)/C(=C\N(C)C)Sc1ccc(Cl)cc1	-23%	-3%	-0.5	45	0.4%	i	0.7	-24%	0.6%	i	24	1%
CCN(CC)CCNC(CC(=O)Nc1ccc(Cl)cc1Cl)C(=O)O (configuration not stated)	16%	-7%	1.8	64	-1.0%	i	0.4	-12%	-0.4%	i	54	-10%
COc1ccccc1NNC(=O)c1cc(C(C)(C)C)nn1Cc1ccccc1	-31%	-5%	2.1	52	3.1%	i	0.3	8%	0.2%	i	10	19%
Cc1ccc(S(=O)(=O)n2c(CN3CCCC(C)C3)nc3ccccc32)cc1 (configuration not stated)	-2%	15%	3.0	48	4.7%	i	6.8	4%	-0.1%	i	22	16%
CC(=O)NCCNC(=O)c1ccc(CSc2ccc(Cl)cc2)cc1	-79%	-57%	1.6	55	4.1%	i	1.2	-25%	-0.4%	i	21	10%
CCOC(=O)Cc1csc(N/C(=N/S(=O)(=O)c2ccc(Cl)cc2)c2ccccc2)n1	10%	15%	-0.7	50	6.4%	i	0.4	-10%	0.2%	i	31	18%
O=C(NC1CCN(Cc2ccc3ccccc3c2)CC1)c1ccccc1	18%	7%	-1.4	75	-3.9%	i	1.2	22%	0.0%	i	52	9%
CC(=O)Nc1sc(N/N=C/c2ccc(C)cc2)nc1-c1ccc(C)cc1	-12%	11%	-0.1	54	3.1%	i	0.4	-22%	-0.3%	i	9	8%
CN(C(=O)CN1C(=O)/C(=C/c2ccccc2F)SC1=S)C1CCS(=O)(=O)C1 (configuration not stated)	-12%	14%	-0.3	55	-5.2%	i	1.9	-41%	0.7%	i	19	-5%

Copied from the list.
CC(=O)Nc1ccc(NC(=O)c2cc(=O)c3cc(C)c(C)cc3o2)cc1 in Myeloid diff 2 GFP+ MAC1+ % shows 0.7
CCS(=O)(=O)N1CCC(C(=O)Nc2cc([N+](=O)[O-])ccc2C)CC1 in T cell HTS vesicle-bound % shows 26

(list continues)
SMILES	NOD2 inhibition	NOD1 NF-kB reporter	NTR1 ag	NTR1 ag cell count 20 µM	KOR beta-arrestin-1	Myeloid diff 2	Myeloid diff 2 GFP+ MAC1+ %	KOR beta-arrestin-2	GPR55 activation	T cell HTS	T cell HTS vesicle-bound %	GPR55 LPI antagonism
CC(C)c1ccc(NC(=O)NC2CCCCC2)cc1	-75%	-34%	0.6	53	4.3%	i	6.1	0%	-0.2%	i	22	11%
CC(C)CC(O)(c1ccccc1)C(CN1CCOCC1)c1ccccc1 (configuration not stated)	10%	-4%	3.4	49	-3.0%	nt	nt	20%	-0.1%	i	20	23%
CS(=O)(=O)N(CC(=O)NCC1CCCO1)c1ccc(Cl)c(Cl)c1 (configuration not stated)	-3%	0%	-0.9	49	-1.9%	i	1.5	26%	0.3%	i	37	-6%
CC(C)Cc1cc(C(=O)NCc2cccnc2)no1	0%	0%	-1.0	81	1.7%	i	2.9	-24%	-0.2%	i	47	-9%
N/C(=N\OC(=O)c1ccc2c(c1)OCO2)c1ccc([N+](=O)[O-])cc1	-60%	-39%	3.1	81	-8.6%	i	0.8	-5%[20 µM]	-0.1%	i	34	0%
COc1ccc(NC(=O)C(F)(OC)C(F)(F)F)c(OC)c1 (configuration not stated)	1%	-13%	-0.6	43	-1.1%	i	10	-1%	0.0%	i	62	-2%
Cc1cc(S(=O)(=O)N2CCOCC2)ccc1OCC(=O)N1CCC(C(N)=O)CC1	-8%	-27%	-0.6	45	-4.0%	i	0.3	6%	nt	i	26	-4%
COc1ccc(-n2cc(-c3ccccc3)c3c(NCCOCCO)ncnc32)cc1	15%	-12%	3.6	100	6.4%	i	0.2	-8%	0.0%	i	45	-2%
O=S(=O)(c1cccs1)N1CN(C2CCCC2)c2nc3ccccc3nc21	-9%	-14%	3.4	63	6.1%	nt	nt	26%	-0.1%	i	31	-4%
Fc1cc2ncn(Cc3ccccc3)c2cc1F	-3%	6%	0.7	52	9.3%	i	0.6	10%	-0.1%	i	22	4%
Cc1ccc(S(=O)(=O)N2CCN(C(=O)c3n[nH]c(=O)c4ccccc34)CC2)cc1	10%	-17%	1.5	32	3.0%	i	0.5	-13%	0.4%	i	29	-14%
Cc1ccc(SCc2c(C(=O)N/N=C/c3ccc4c(c3)OCO4)nnn2-c2nonc2N)cc1	6%	-6%	1.1	78	-5.5%	i	2.1	-14%	-0.2%	i	9	-8%
Cc1sc(=NC(=O)c2ccco2)n(C)c1-c1ccc(F)cc1	-61%	-22%	-0.3	48	0.4%	i	0.8	-6%	-0.1%	i	59	0%

Ordered by molecular weight (rising): some entries from above.
SMILES	NOD2 inhibition	NOD1 NF-kB reporter	NTR1 ag	NTR1 ag cell count 20 µM	KOR beta-arrestin-1	Myeloid diff 2	Myeloid diff 2 GFP+ MAC1+ %	KOR beta-arrestin-2	GPR55 activation	T cell HTS	T cell HTS vesicle-bound %	GPR55 LPI antagonism
CC(C)CC(O)(c1ccccc1)C(CN1CCOCC1)c1ccccc1 (configuration not stated)	10%	-4%	3.4	49	-3.0%	nt	nt	20%	-0.1%	i	20	23%
COc1ccc(-n2cc(-c3ccccc3)c3c(NCCOCCO)ncnc32)cc1	15%	-12%	3.6	100	6.4%	i	0.2	-8%	0.0%	i	45	-2%
Cc1cc(S(=O)(=O)N2CCOCC2)ccc1OCC(=O)N1CCC(C(N)=O)CC1	-8%	-27%	-0.6	45	-4.0%	i	0.3	6%	nt	i	26	-4%
Cc1ccc(SCc2c(C(=O)N/N=C/c3ccc4c(c3)OCO4)nnn2-c2nonc2N)cc1	6%	-6%	1.1	78	-5.5%	i	2.1	-14%	-0.2%	i	9	-8%

Screening results: PubChem BioAssay, several laboratories

Only part of the results is shown; the hit share may differ from the screen's.
